From PubChem
HSP90 inh: blocks HSP90-mediated luciferase refolding in reticulocyte lysate | inhibition, % at 5.6 µM | Rabbit reticulocyte lysate, luciferase refolding luminescence, 3 h | AID 1789 | actives 0.91% (n = 290,000);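 active = inhibition above the screen-wide mean plus 3 SD, computed separately per campaign, cut at about 16% in these data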;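 also: 0% = DMSO wells and 100% = 60 µM geldanamycin wells; inhibitors lower the luminescence because luciferase stays unfolded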
IEC-6 cytotox: IEC-6 cytotoxicity, counter-screen for KLF5 inhibitors; luminescence viability; inhibition, % at 5 µM; actives 0.78% (n = 290,000); AID 1825; in the data active = inhibition above about 22%;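 also: 0% = plate median of test compound wells and 100% = cytotoxic reference compound wells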
GSK3A inh: inhibitors of human GSK-3 alpha kinase | P49840 | ADP-Glo luminescence, 60 min | inhibition, % at 10 µM | actives 0.1% (n = 320,000);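 in the data active = inhibition above about 50%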;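 also: GST-tagged GSK-3 alpha with peptide substrate and 25 µM ATP; 0% = DMSO neutral wells and 100% = GW8510 positive control wells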
Target sequence (P49840 whole entry, looked up): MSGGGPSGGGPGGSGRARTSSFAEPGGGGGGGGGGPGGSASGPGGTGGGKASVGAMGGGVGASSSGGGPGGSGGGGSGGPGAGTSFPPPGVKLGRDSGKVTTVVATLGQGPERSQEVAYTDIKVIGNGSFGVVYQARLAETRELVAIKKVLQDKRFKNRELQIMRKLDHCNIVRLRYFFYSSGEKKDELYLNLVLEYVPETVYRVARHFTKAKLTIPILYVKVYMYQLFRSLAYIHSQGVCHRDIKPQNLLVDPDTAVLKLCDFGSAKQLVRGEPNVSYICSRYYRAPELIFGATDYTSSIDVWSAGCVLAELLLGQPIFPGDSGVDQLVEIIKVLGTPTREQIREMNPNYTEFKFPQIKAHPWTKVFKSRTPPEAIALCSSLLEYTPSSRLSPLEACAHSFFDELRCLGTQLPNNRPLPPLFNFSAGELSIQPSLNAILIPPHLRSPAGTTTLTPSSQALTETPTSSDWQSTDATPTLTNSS
HSF1 inh: HSF1 inhibition | actives 0.77% (n = 300,000) | AID 2098 | NIH3T3-HGL HSE-luciferase, MG132-induced, luminescence 8 h; stronger effect = lower value | activity change, negative = inhibition, % at 7.5 µM (by protocol);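 active = more than half of replicate wells show activity change below -50%, luminescence cut by over half; inconclusive = some wells, but at most half, below -50%; inactive = no replicate well below -50%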;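 also: luciferase reports HSF-1 transcriptional activity via heat shock element; 0% = median of DMSO wells and -100% = zero luminescence signal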
KLF5 inh: inhibitors of KLF5 expression | DLD-1 KLF5 promoter-luciferase reporter, luminescence | inhibition, % at 5 µM | actives 0.23% (n = 290,000) | AID 1700;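 active = inhibition above a per-plate limit of that plate's mean compound inhibition plus 3 SD, cut at about 60% in these data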;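 also: 0% = DMSO wells and 100% = LY294002 at 200 µM; higher means less KLF5 promoter-driven luciferase light; inactives centre near -14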
GSK3beta inhib: human GSK3beta kinase inhibition; P49841; GST-GSK3beta kinase, ADP-Glo luminescence, 60 min; stronger effect = lower value; activity score (negative = inhibition), % at 10 µM; actives 0.038% (n = 300,000); AID 2097;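 active = more than half of replicate wells score below -50%, meaning over 50% inhibition versus plate controls; inconclusive = some replicates but at most half score below -50%; inactive = no replicate scores below -50%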;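 also: 0% = median DMSO wells and -100% = median GW8510 positive control wells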
Target sequence (P49841 whole entry, looked up): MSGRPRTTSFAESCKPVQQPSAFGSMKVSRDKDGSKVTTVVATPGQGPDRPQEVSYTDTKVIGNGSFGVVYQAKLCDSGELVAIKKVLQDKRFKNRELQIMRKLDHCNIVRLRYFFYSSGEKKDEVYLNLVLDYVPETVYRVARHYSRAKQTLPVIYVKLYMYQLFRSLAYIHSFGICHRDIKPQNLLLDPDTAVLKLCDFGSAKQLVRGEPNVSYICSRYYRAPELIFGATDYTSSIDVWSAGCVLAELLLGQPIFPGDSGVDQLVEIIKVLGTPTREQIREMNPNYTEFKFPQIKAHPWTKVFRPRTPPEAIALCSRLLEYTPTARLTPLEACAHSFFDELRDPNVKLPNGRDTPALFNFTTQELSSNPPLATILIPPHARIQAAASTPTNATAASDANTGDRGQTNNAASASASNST
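Test system – GST-tagged human GSK3beta kinase, cell-free · Incubation – 60 min enzyme reaction, room temperature · Signal – ADP-Glo luminescence · Also added – peptide substrate and ATP at 25 µM · Controls – DMSO neutral wells and GW8510 at 20 µM as positive · Buffer or medium – Tris/MgCl2 kinase buffer · Measure – Luminescence-derived activity versus plate DMSO and GW8510 wells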
aSyn UTR inh: MLPCN primary screen, SNCA 5' untranslated region | alpha-synuclein 5'UTR reporter, inhibitor activity | inhibition, % (tested at 7.5 µM) | actives 0.82% (n = 300,000); in the data active = inhibition above about 60%; inconclusive = no clear call, values can overlap the other calls;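 also: H4 neuroglioblastoma cells stably carrying SNCA 5'UTR luciferase fusion; 0% = DMSO wells and 100% = positive control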
Platelet DG rel: platelet dense granule release activity; human platelet-rich plasma, SFLLRN dense granule ATP release, luminescence; inhibition, %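 (compounds screened at 7.5 µM in platelet-rich plasma)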; actives 0.22% (n = 300,000);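 active = mean replicate score, as percent of positive control, at or above 50; inconclusive = mean below 50 but at least one replicate at or above 50; inactive = mean and every replicate below 50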
Dyrk1A ADPGlo: blocks rat Dyrk1A kinase activity | AID 504441 | actives 0.43% (n = 310,000) | ADP-Glo luminescence, NFATc1 peptide | inhibition, % at 12.5 µM; in the data active = inhibition above about 50%;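 also: plate controls were vehicle with enzyme for no effect and no enzyme for full effect; many of its hits are not listed in these tables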
HSF1 activator: increases HSF-1 driven luciferase reporter signal; NIH3T3-HGL HSF-1 luciferase reporter, MG132, 8 h; 100% = twice DMSO control signal; activation, % at 9 µM; actives 1.7% (n = 300,000); AID 504408;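 active = mean replicate activation of at least 50% with a set share of replicates each reaching 50%; inconclusive = only one of those two conditions met; inactive = mean below 50% and too few replicates reaching it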;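 also: 0% = median of the neutral control wells and 100% = twice that signal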
The depositor's hits bear a star; ? = inconclusive; . = no result given.

#1 CCNc1nc(Oc2ccc(C#N)cc2)cc(C(F)(F)F)n1
#2 CCn1c(SCC(=O)Nc2nc3ccc(OC)cc3s2)nnc1-c1ccoc1C
#3 COc1c(F)c(F)c(C(=O)Nc2ccc(N3CCN(C(C)=O)CC3)c(Cl)c2)c(F)c1F
#4 CCCCNC(=O)COC(=O)c1cc(C)oc1C
#5 O=C(O)C1CCN(C(=O)c2ccco2)CC1
#6 COc1ccc(CC(=O)Nc2ccc(OC)c(NC(=O)c3ccco3)c2)cc1
#7 Cc1ccc(OC(=O)c2cccc(S(=O)(=O)N3CCN(C)CC3)c2)c(Br)c1
#8 COc1cc(CNc2ccc3[nH]c(=O)[nH]c3c2)cc(Br)c1OCc1ccccc1F
#9 CCc1ccc2nc(N=C(N)N)nc(C)c2c1
#10 COc1ccc(N2CC(NC(=O)NC(C)(C)C)CC2=O)cc1 (stereo unspecified)
assay / compound	1	2	3	4	5	6	7	8	9	10
HSP90 inh	-2	-1	4	0	-5	1	0	0	3	2
IEC-6 cytotox	-6	-1	6	2	-3	1	1	5	8	-1
GSK3A inh	-1	31	.	-2	-1	0	0	-1	0	-2
HSF1 inh	-7	.	-44	-1	4	7	-5	5	-2	-5
KLF5 inh	-19	-42	-38	-24	-21	-1	-20	-22	22	-5
GSK3beta inhib	1	.	0	3	4	-3	3	6	4	1
aSyn UTR inh	?	.	21	-2	-28	-22	-4	0	48	18
Platelet DG rel	1	.	-6	-2	3	-4	5	-3	-30	19
Dyrk1A ADPGlo	-1	29	0	-2	-3	-3	2	-3	17	2
HSF1 activator	-13	.	-52	-2	6	-5	-1	11	-14	0

#11 CCOC(=O)c1ccc(NC(=O)Cn2ccc([N+](=O)[O-])n2)cc1
#12 C/C(Cc1ccccc1)=N\NC(=O)c1ccccn1
#13 Cc1cccc(NC(=O)c2ccc(-n3cccn3)c([N+](=O)[O-])c2)c1
#14 Cc1ccc(NC(=O)CN2CCOCC2)cc1
#15 CS(=O)(=O)N(CC(=O)NC1CCCC1)c1cccc(F)c1
#16 CCN(C(=S)NCc1ccccc1)c1cccc2ccccc12
#17 O=C(CNc1cccc(S(=O)(=O)N2CCOCC2)c1)Nc1ccccc1F
#18 O=S(=O)(c1ccc(F)cc1)n1ccc(-c2cccc(OCc3c(F)cccc3Cl)c2)n1
#19 Cc1c(CCO)sc[n+]1CC(=O)OC12CC3CC(CC(C3)C1)C2
#20 Cc1cc(C)n(-c2nc(-c3ccc(Cl)c(Cl)c3)cs2)n1
assay / compound	11	12	13	14	15	16	17	18	19	20
HSP90 inh	-2	8	3	-2	1	-5	-3	1	0	2
IEC-6 cytotox	-1	-6	1	2	3	3	2	-7	6	5
GSK3A inh	-1	1	-1	-1	-1	0	0	1	0	1
HSF1 inh	-15	-4	4	-5	0	5	-1	-6	-4	-3
KLF5 inh	-44	-188	-6	-24	-6	-15	-31	11	-11	-2
GSK3beta inhib	0	-1	2	1	2	1	-5	0	8	2
aSyn UTR inh	-22	-67	-26	-1	3	14	-15	21	17	-109
Platelet DG rel	-4	-17	3	-3	3	-3	-2	0	-5	-4
Dyrk1A ADPGlo	-2	1	2	-7	-1	-4	8	2	-1	13
HSF1 activator	-11	-1	9	-21	6	20	-16	12	-5	-24

Entries of single compounds as entered above. Order of values: HSP90 inh, IEC-6 cytotox, GSK3A inh, HSF1 inh, KLF5 inh, GSK3beta inhib, aSyn UTR inh, Platelet DG rel, Dyrk1A ADPGlo, HSF1 activator
Entry for CS(=O)(=O)N(CC(=O)NC1CCCC1)c1cccc(F)c1 : 1, 3, -1, 0, -6, 2, 3, 3, -1, 6
Entry for Cc1cccc(NC(=O)c2ccc(-n3cccn3)c([N+](=O)[O-])c2)c1 : 3, 1, -1, 4, -6, 2, -26, 3, 2, 9
Entry for CCCCNC(=O)COC(=O)c1cc(C)oc1C : 0, 2, -2, -1, -24, 3, -2, -2, -2, -2
Entry for Cc1ccc(OC(=O)c2cccc(S(=O)(=O)N3CCN(C)CC3)c2)c(Br)c1 : 0, 1, 0, -5, -20, 3, -4, 5, 2, -1
Entry for CCNc1nc(Oc2ccc(C#N)cc2)cc(C(F)(F)F)n1 : -2, -6, -1, -7, -19, 1, ?, 1, -1, -13

The list goes on:
#21 CCCc1nc(SCC(=O)N2CCc3ccccc3C2)c2ccccc2n1
#22 COc1ccc(Cl)cc1C(=O)N1CCN(c2ccccn2)CC1
#23 CCOC(=O)C1C(=O)CC(C)(O)C(C(=O)OCC)C1c1ccc(C)s1 (stereo unspecified)
#24 CCOc1ccc(NC(=O)C(C)NS(=O)(=O)c2ccc(NC(C)=O)cc2)cc1 (stereo unspecified)
#25 Cc1ccc(S(=O)CCNC(=O)Cc2ccc(Cl)cc2)cc1 (stereo unspecified)
#26 CCC(=O)NC(=S)Nc1ccc(NC(=O)c2cccnc2)cc1
#27 COC(=O)CSc1nc2sc3c(c2c(=O)n1C1CCCCC1)CCN(C)C3
#28 O=C(c1cc(S(=O)(=O)N2CCCC2)c(Cl)cc1Cl)N1CCCC1
#29 CN(CC(=O)Nc1cccc(F)c1)CC(=O)Nc1cccc(S(=O)(=O)N2CCCCCC2)c1
#30 Cc1cnc(=O)[nH]c1SCc1ccc(C(F)(F)F)cc1
assay / compound	21	22	23	24	25	26	27	28	29	30
HSP90 inh	1	2	-2	4	-3	0	6	-4	2	-5
IEC-6 cytotox	0	6	-4	5	-6	-1	-2	-6	1	-4
GSK3A inh	6	-2	-1	-2	2	0	13	-2	-1	-3
HSF1 inh	23	-1	2	-67*	2	-3	-4	3	15	4
KLF5 inh	9	-43	1	-24	11	-24	-35	-41	-1	-32
GSK3beta inhib	4	-6	0	-1	1	2	-5	0	0	0
aSyn UTR inh	-3	16	-10	28	5	9	14	5	13	-1
Platelet DG rel	-1	5	-9	1	-1	-9	2	-1	4	5
Dyrk1A ADPGlo	-2	4	3	.	0	.	.	0	-3	4
HSF1 activator	33	10	-3	-74	-5	-7	-11	3	38	13

#31 CCCn1cc(CN2CCCC(C(=O)c3ccc4c(c3)OCO4)C2)c(C)n1 (stereo unspecified)
#32 O=C(Nc1ccccn1)C1CCN(S(=O)(=O)c2ccc(Cl)cc2)CC1
#33 CC1CCN(C(=O)c2ccc(S(=O)(=O)Cc3cccc(F)c3)c([N+](=O)[O-])c2)CC1
#34 Cc1cc(C)n(CC(C)NC(=O)c2cc(COc3ccc(F)c(F)c3)on2)n1 (stereo unspecified)
#35 Cn1nccc1C(=O)Nn1cnnc1
#36 COc1cc(OC)c(OC)cc1CN1CCN(C(=O)CC(C)C)CC1
#37 Cc1ccc2[nH]c(=O)c(NC(N)=S)nc2c1
#38 O=C(O)Cc1ccc(NC(=O)Nc2ccc3c(c2)OCO3)cc1
#39 COCCn1c(SCc2cccc([N+](=O)[O-])c2)nc2ccccc2c1=O
#40 COc1ccc(N(CC(=O)NCc2cccnc2)S(=O)(=O)c2ccc(C)c([N+](=O)[O-])c2)cc1
assay / compound	31	32	33	34	35	36	37	38	39	40
HSP90 inh	-10	.	-1	-3	-1	-3	1	-6	3	1
IEC-6 cytotox	0	.	4	-1	0	-5	-2	0	0	-7
GSK3A inh	2	-1	-3	.	1	-1	3	0	-2	-3
HSF1 inh	-1	1	-7	-44	-7	-32	-10	4	13	9
KLF5 inh	-6	.	-4	-62	-32	-4	2	-85	0	-20
GSK3beta inhib	0	-1	0	2	1	1	2	0	-7	4
aSyn UTR inh	-5	-31	-39	-34	1	2	-10	-43	16	20
Platelet DG rel	-3	0	14	-6	-1	1	6	11	1	0
Dyrk1A ADPGlo	-4	5	-1	1	-1	-4	5	5	3	-1
HSF1 activator	-1	9	-1	-58	-6	-47	-13	4	42	3

#41 CCOC(=O)N1CCN(C(=O)c2ccc(C)c(S(=O)(=O)Nc3ccccc3)c2)CC1
#42 Cc1ccc(C)c(Cn2cnc3c(nnn3-c3ccc(F)cc3)c2=O)c1
#43 Cc1ccc(/C=C2\SC(=S)N(C3CCS(=O)(=O)C3)C2=O)o1 (stereo unspecified)
#44 CCCCOc1ccc(C2(C(=O)O)CCCC2)cc1
#45 Cc1ccc(C(=O)NCC2CCCN2S(=O)(=O)c2ccc(C)cc2)cc1 (stereo unspecified)
#46 O=C(NCCCC1CCCC1)C1CCC(=O)N(Cc2cccc(F)c2)C1 (stereo unspecified)
#47 CC(c1ccccc1)n1cc(C(=O)NCC2COc3ccccc3O2)nn1 (stereo unspecified)
#48 CC(C)(C)c1ccc(C(=O)Nc2ccc(C(=O)N3CCOCC3)cc2)cc1
#49 Cc1cccc(OCCSc2nc3ncnc(N)c3[nH]2)c1
assay / compound	41	42	43	44	45	46	47	48	49
HSP90 inh	0	3	-1	1	.	-5	4	5	-1
IEC-6 cytotox	-3	2	-18	2	.	-3	-1	11	-2
GSK3A inh	2	2	1	-5	-4	-1	0	-3	-2
HSF1 inh	0	5	-6	.	21	37	.	-6	-10
KLF5 inh	-35	2	21	15	.	-159	-16	17	-3
GSK3beta inhib	2	-1	2	3	-1	-3	.	-4	1
aSyn UTR inh	-12	6	-7	.	-16	-161	.	-13	-1
Platelet DG rel	5	0	7	.	12	5	.	-23	-3
Dyrk1A ADPGlo	3	0	-1	6	2	1	3	5	-4
HSF1 activator	8	-6	-9	.	39	30	.	-7	0

Some of the compounds tested, so the mix of outcomes need not match the whole.
